# IMP-1 inhibitor = blocks Pseudomonas aeruginosa IMP-1 metallo-beta-lactamase | AID 1556 | inhibition, % at 5.6 µM | purified IMP-1, nitrocefin hydrolysis, epi-absorbance fluorescence | 0.45% of 290,000 active;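 active means inhibition above the mean plus 3 SD of all compounds in the same screening run, cut at about 4.5% in these data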;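 further: 0% = IMP-1 with DMSO and 100% = DMSO wells lacking enzyme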
#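 System: Purified IMP-1 | Read-out basis: Percent enzyme inhibition | Controls: IMP-1 with DMSO as 0%, enzyme-free DMSO as 100% | Replicates: One well per compound | Doses: 5.6 µM nominal single concentration | Detection: Epi-absorbance fluorescence, 480 nm excitation, 530 nm emission | Incubation: 25 °C, 15 min preincubation, 25 min reaction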
# GalR3 antag = human GalR3 antagonism. HEK293 GalR3-CNG cAMP membrane potential fluorescence; galR3 body fused to GalR1 C-terminus. inhibition, % at 3 µM. O60755. 0.44% of 360,000 active;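 active means inhibition above the screen-wide average plus 3 SD, cut at about 13% in these data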;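 further: forskolin and galanin both at EC90 stimulate the cells; cAMP rise reported by CNG channel membrane potential dye signal; 0% = forskolin plus galanin with DMSO and 100% = forskolin alone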
# IDE cell inh = cellular human IDE inhibition. HEK cells, FAbetaB cleavage, fluorescence polarization. inhibition, % at 5.59 µM. 0.41% of 320,000 active;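 active means percent inhibition above the average of all tested compounds plus 3 SD, set per screening campaign, cut at about 16% in these data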;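 further: IDE supplied by intact live HEK cells; FP after avidin binding of uncleaved biotin substrate so inhibition keeps polarization high; 0% = DMSO wells and 100% = 60 µM reference IDE inhibitor Ii1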
# Target sequence (P14735 whole entry, looked up): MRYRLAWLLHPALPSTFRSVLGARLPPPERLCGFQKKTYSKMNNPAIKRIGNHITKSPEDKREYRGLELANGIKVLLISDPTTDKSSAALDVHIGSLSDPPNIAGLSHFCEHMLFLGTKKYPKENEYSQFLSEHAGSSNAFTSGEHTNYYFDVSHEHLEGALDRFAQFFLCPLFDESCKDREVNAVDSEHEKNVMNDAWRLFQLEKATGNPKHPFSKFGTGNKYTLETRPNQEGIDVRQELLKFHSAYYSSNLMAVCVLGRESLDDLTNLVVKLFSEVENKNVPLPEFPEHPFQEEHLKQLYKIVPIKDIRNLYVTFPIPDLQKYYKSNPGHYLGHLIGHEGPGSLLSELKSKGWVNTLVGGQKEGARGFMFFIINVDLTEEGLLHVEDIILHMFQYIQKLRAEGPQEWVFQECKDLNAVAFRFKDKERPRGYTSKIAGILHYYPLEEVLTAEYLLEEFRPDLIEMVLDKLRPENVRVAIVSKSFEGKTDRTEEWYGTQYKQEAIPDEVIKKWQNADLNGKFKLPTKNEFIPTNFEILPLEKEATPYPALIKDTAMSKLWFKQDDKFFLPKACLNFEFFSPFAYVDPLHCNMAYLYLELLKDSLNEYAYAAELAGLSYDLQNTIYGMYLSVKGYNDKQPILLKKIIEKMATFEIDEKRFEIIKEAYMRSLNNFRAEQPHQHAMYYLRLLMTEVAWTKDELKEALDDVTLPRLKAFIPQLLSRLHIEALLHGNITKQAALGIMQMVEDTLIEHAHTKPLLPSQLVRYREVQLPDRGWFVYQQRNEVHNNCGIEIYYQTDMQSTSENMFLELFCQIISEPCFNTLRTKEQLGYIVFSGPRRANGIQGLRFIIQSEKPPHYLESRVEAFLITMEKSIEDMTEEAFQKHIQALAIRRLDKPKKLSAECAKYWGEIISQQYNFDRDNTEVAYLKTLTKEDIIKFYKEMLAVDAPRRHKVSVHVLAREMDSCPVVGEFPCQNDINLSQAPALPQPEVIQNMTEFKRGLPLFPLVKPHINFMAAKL
# VIM-2 inhibitor = inhibitors of Pseudomonas aeruginosa VIM-2 metallo-beta-lactamase. purified VIM-2, nitrocefin hydrolysis, epi-absorbance fluorescence. 0.89% of 290,000 active. AID 1527. inhibition, % at 5.6 µM;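 active means inhibition above the mean of all tested compounds plus 3 SD, cutoff set per screening run, cut at about 7.5% in these data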;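 further: red hydrolysis product quenches plate fluorescence so inhibitors raise well fluorescence; 0% = enzyme with DMSO and 100% = DMSO without enzyme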
# pCIP destab = compounds decreasing mouse p/CIP protein stability; Q05BA5; F442A p/CIP-EGFP cells, EGFP fluorescence, 16 h; decrease of EGFP signal, % at 10 µM; 0.01% of 290,000 active;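 active means EGFP signal decrease of at least 30% at 10 µM or well 3 SD below plate mean, unless failing retest; inactive means the rest, including hits failing retest or dose response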; further: some compounds called inactive have numbers as strong as hits; many of its hits are not listed in these tables
# CRFR2-BP antag = antagonists of CRF-binding protein/CRF-R2 receptor complex; HEK293 CRF-R2/CRF-BP, CRF-induced calcium fluorescence; inhibition, % at 11.8 µM; 0.59% of 350,000 active; AID 588475;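 active means inhibition of the ligand-induced calcium signal above about 50% at the single tested concentration, limit read from the data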
# SUMO HTRF inh = SUMOylation inhibition | P63279 | HTRF SUMOylation assay, SAE1/SAE2 + UBC9, in vitro | inhibition, % at 35 µM | 0.36% of 290,000 active; in the data active means inhibition above about 50%, passing the limit was not always enough; further: strong numbers were not always called active
# NS3 helicase inh = HCV NS3 helicase inhibition | inhibition, % at 10.9 µM | 0.56% of 290,000 active | NS3 helicase DNA unwinding, Cy5 molecular beacon fluorescence | AID 1800;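 active means inhibition above the mean of all tested compounds plus 3 SD, set per campaign, cut at about 35% in these data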;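 further: 0% = DMSO wells and 100% = thioflavine S control wells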
#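 Compound dosing – single dose, 10.9 µM nominal final, DMSO 0.8% final · System – NS3 helicase fragment of HCV · Buffer or medium – MOPS pH 6.5, MgCl2, DTT, Tween20, BSA · Signal – Cy5 beacon fluorescence read at start and 1 h · Also added – annealed dual-labelled DNA beacon duplex, ATP-started · Schedule – 1 h at 25 °C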
# IDE cell activ = boosts human insulin-degrading enzyme activity in HEK cells; P14735; FAbeta-B cleavage, fluorescence polarization; 0% vehicle, 100% cell-free pure enzyme wells; activation, % at 5.96 µM; 0.073% of 340,000 active;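 active means activation above the mean of all tested compounds plus 3 SD, set per screening campaign, cut at about 17% in these data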
# An asterisk follows results filed as active; . = not tested or not shown.
canonical_smiles,CRFR2-BP antag,VIM-2 inhibitor,IMP-1 inhibitor,IDE cell inh,IDE cell activ,SUMO HTRF inh,GalR3 antag,NS3 helicase inh,pCIP destab
O=C(COc1ncnc2ccccc12)NCCC1=CCCCC1,-6,-0.9,-3.4,0,1,8,-3,-7,8
CCOC(=O)c1ccc(NC(=O)c2cc(C)nn2-c2ccccc2)cc1,-15,-0.8,-0.6,3,0,-4,-9,46*,-10
Cn1c(SCCCC(=O)c2ccc(Br)cc2)nnc1-c1ccncc1,9,-1.3,-2.9,12,-16,-7,-5,0,-2
Cc1cccc(N2CCN(C(=O)COCc3cc(-c4ccc5c(c4)OCO5)on3)CC2)c1C,3,-4.2,-2.8,-5,0,8,0,-5,-3
CN(C)C(CNC(=O)c1ccc(S(=O)(=O)NCc2ccco2)cc1)c1ccccc1 (stereo unspecified),-8,-0.6,-1.8,5,9,11,2,-4,5
O=[N+]([O-])c1cc(C(F)(F)F)ccc1NCCc1ccccn1,0,.,.,-3,6,.,-4,.,.
Cc1ccc(-c2nc3ncccn3c2Nc2ccc3c(c2)OCCO3)cc1,-24,-4.3,-2.7,2,-4,1,-6,0,2
COc1ccc(CCN(C)C(=O)c2cncc(Br)c2)cc1OC,-1,-2.5,-2.3,5,-4,10,2,1,-18
COc1cccc(-n2c(SC)nnc2-c2c[nH]c3ccccc23)c1,1,-3.3,-2.6,6,-8,1,.,0,-9
Cc1occc1C(=O)NNC(=O)Nc1ccc(Cl)c(Cl)c1,-1,-1.1,-2.7,2,3,4,1,-5,-3
CCNC(=S)N1CCNC(=O)C1CC(=O)OC (stereo unspecified),-18,0.0,0.7,2,2,4,-4,5,11
CCOCCCNC(=O)C(c1ccc(OC)cc1)N(Cc1ccc2c(c1)OCO2)C(=O)c1ccccc1O (stereo unspecified),32,-2.5,-0.8,4,5,11,-7,-1,9
Cc1cccc(NC(=O)c2nc[nH]c2C(=O)N[C@@H](Cc2ccccc2)C(=O)OC(C)(C)C)c1,5,.,.,4,6,-54,-5,.,-6
COc1ccc(-c2nc(CSCC(=O)NCc3ccco3)c(C)o2)cc1,-4,-4.1,-2.5,5,0,28,.,5,-11
Nc1nonc1-n1nnc(C(=O)N/N=C\c2cccc(Cl)c2)c1CN1CCOCC1,-3,-2.1,-1.6,1,-5,6,1,-12,-3
CC1(C(=O)N/N=C/c2c(F)c(F)c(F)c(F)c2F)CC1(Cl)Cl (stereo unspecified),-11,.,.,-2,6,.,-7,.,.
COc1cc2c(cc1OC)CN(CC(=O)Nc1cccc([N+](=O)[O-])c1)CC2,19,-2.9,-2.8,-10,3,20,-4,-2,5
Cc1ccc(NC(=O)COC(=O)c2cc(C)nc3ccccc23)c([N+](=O)[O-])c1,6,-0.4,-0.6,-1,1,16,7,-3,-6
CN1C(=O)CC(N2CCN(C(=O)CN3CCCC3)CC2)C1=O (stereo unspecified),29,-3.9,-4.4,7,0,13,-3,-3,-6
O=C(Cc1ccc(NC2=NC3CS(=O)(=O)CC3S2)cc1)Nc1ccc(F)cc1 (stereo unspecified),-14,-0.4,0.5,8,-21,5,.,14,-4
CC(=O)c1ccc(S(=O)(=O)Nc2ccc(Cl)c(S(=O)(=O)N3CCCC3)c2)cc1,-4,.,.,-1,1,.,-4,.,.
Cc1nc(P(=O)(c2ccccc2)c2ccccc2)c(N2CCOCC2)o1,5,2.0,-1.7,2,-1,9,-3,-1,4
C=CCn1c(CCn2c3ccccc3c3ccccc32)n[nH]c1=S,-20,-6.1,-4.6,0,4,-12,-4,-18,-1
CCCOc1ccc(N2CC(C(=O)Nc3ccc4c(c3)OCO4)CC2=O)cc1 (stereo unspecified),15,-4.9,-4.0,-3,-2,-3,3,9,3
CC(NC(=O)/C(C#N)=C1\N=C(NC(=O)c2ccco2)c2ccccc21)c1ccccc1 (stereo unspecified),-23,1.0,-1.7,9,.,14,3,10,-15
O=S(=O)(Nc1nc2ccccc2[nH]1)c1ccc(Cl)cc1,-23,-3.5,-1.3,-1,-3,26,-3,-7,4
O=C(O)c1cc2c(cc1NC(=O)c1c(F)cccc1Cl)OCCCO2,5,0.0,-1.9,-3,2,9,-10,9,-13
COc1ccc(OC)c(S(=O)(=O)N2CCC(C(=O)NC(C)c3ccccc3)CC2)c1 (stereo unspecified),-6,-1.4,2.3,3,5,-19,-3,1,2
NC1=NC[C@H](Cc2ccc(O)cc2)N1CCCCC1CCCCC1,-13,.,.,0,5,9,-5,.,-8
CCn1c(SCC(=O)Nc2nccs2)nnc1-c1ccccn1,-13,-0.1,1.1,1,-2,7,-2,-2,-15

# Part of the list above, with each value named:
> COc1ccc(-c2nc(CSCC(=O)NCc3ccco3)c(C)o2)cc1
- CRFR2-BP antag: -4
- VIM-2 inhibitor: -4.1
- IMP-1 inhibitor: -2.5
- IDE cell inh: 5
- IDE cell activ: 0
- SUMO HTRF inh: 28
- GalR3 antag: .
- NS3 helicase inh: 5
- pCIP destab: -11

> Nc1nonc1-n1nnc(C(=O)N/N=C\c2cccc(Cl)c2)c1CN1CCOCC1
- CRFR2-BP antag: -3
- VIM-2 inhibitor: -2.1
- IMP-1 inhibitor: -1.6
- IDE cell inh: 1
- IDE cell activ: -5
- SUMO HTRF inh: 6
- GalR3 antag: 1
- NS3 helicase inh: -12
- pCIP destab: -3

# (more compounds)
canonical_smiles,CRFR2-BP antag,VIM-2 inhibitor,IMP-1 inhibitor,IDE cell inh,IDE cell activ,SUMO HTRF inh,GalR3 antag,NS3 helicase inh,pCIP destab
CCOC(=O)C1=C(CC)Nc2ccccc2N=C1NC(=O)c1ccc(S(=O)(=O)N2CCCC2)cc1,4,0.2,-1.2,-6,-3,3,-2,-1,-17
CCc1nnc(NC(=O)c2ccc(S(=O)(=O)N(CC(C)C)CC(C)C)cc2)o1,15,-2.8,-2.9,4,4,-16,1,7,-12
CC(=O)c1cccc(N2C(=NC(=O)COc3ccccc3)SC3CS(=O)(=O)CC32)c1 (stereo unspecified),6,-1.9,-0.7,3,5,6,-6,-3,-17
COc1ccccc1NC(=O)Nc1cc(C(C)(C)C)nn1C,2,-1.1,-0.1,6,10,10,-1,-4,-9
Cc1sc(NC(=O)c2ccco2)c(CN2CCN(c3ccc(F)cc3)CC2)c1C,-15,-0.3,-1.8,4,0,19,-6,3,-12
COc1cc(O)ccc1C(=O)CCc1ccc(O)cc1,-6,-0.2,-2.0,4,2,5,-3,11,6
Cn1cc(-c2cccc(C(F)(F)F)c2)cc(C#N)c1=O,4,-5.3,-4.5,3,-5,7,-10,5,-2
CCc1cccc(C)c1NC(=O)CSc1nnc(C)o1,3,-0.8,-0.8,-3,1,8,-3,6,-9
O=C(Cn1cc(C(=O)C2CC2)c2ccccc21)NCc1ccc2c(c1)OCO2,-2,-0.8,-2.7,0,-5,-20,-3,-26,-11
O=C1CCCN1c1ccc(CNS(=O)(=O)c2ccc(F)cc2)cc1,-20,-1.5,0.1,6,-3,22,2,-2,-5
CC(C)(C)OC(=O)N[C@@H](C(=O)OC(C)(C)C)c1ccc(C(F)(F)F)cc1,-18,.,.,-1,8,.,-3,.,.
COc1cccc(-c2noc(-c3ccc(Br)o3)n2)c1,4,-3.5,-1.3,-3,2,0,-3,9,-3
Nc1nnc(SCCN2C(=O)c3ccccc3S2(=O)=O)s1,15,0.5,-3.6,5,3,13,0,9,-7
CCCCCCCCCCCCCCCC[n+]1ccc(/C=N/O)cc1,18,-5.4,-6.1,5,6,0,1,-54,-4
CC(C)(C)NC(=O)Nc1ccc2nccnc2c1,-28,-1.9,-4.4,-6,0,29,-3,2,2
Cc1onc(-c2ccc(Cl)cc2Cl)c1-c1csc(N/N=C/c2ccccc2)n1,5,-2.9,-0.6,-2,2,-11,-3,-12,-1
COc1ccccc1N1CCN(C(=O)c2cc3c(=O)n(C)c4ccccc4c3n2C)CC1,5,8.8*,-1.7,0,-8,25,-1,-13,-29
COc1cccc(C(=O)N2c3ccccc3Sc3ccccc32)c1,37,-3.4,-4.4,-1,-2,-7,0,0,-6
CC(C)CCn1c(SCC(=O)N2CC(=O)Nc3ccccc32)nc2scc(-c3cccs3)c2c1=O,-1,1.4,-0.6,3,6,9,-3,12,-1
CCOc1ccc(S(=O)(=O)N2CCC(C(=O)NCC(=O)Nc3cccc(Cl)c3C)CC2)cc1,-7,.,.,-9,-5,.,1,.,.
CN(C)/C=N/c1ncnc2c1cnn2-c1ccc(C(F)(F)F)cn1,-29,-2.8,-3.4,.,3,-2,3,1,-2
Fc1ccc(OCCOCCN2CCNCC2)cc1,7,-2.9,-3.1,5,0,3,-10,0,4
COC(=O)c1ccccc1-n1c(CCC(=O)O)ccc1-c1ccc(F)cc1,-7,-1.3,-2.7,-2,-5,13,-6,-6,-18
COc1ccccc1/C=C/C(=O)Nc1cccnc1,-7,-5.4,-4.2,2,3,5,-9,11,-9
C/C(=N\Nc1nc(N2CCOCC2)nc(N2CCOCC2)n1)c1ccc([N+](=O)[O-])cc1,-15,-2.8,-2.1,4,1,-1,0,-5,-5
O=C(c1sccc1-c1ccccc1)N1CCN(S(=O)(=O)c2ccccc2)CC1,-3,-1.4,-1.4,9,-1,4,-4,-1,5
CCN(CC)S(=O)(=O)c1ccc(Oc2ccc(S(=O)(=O)N(CC)CC)cc2)cc1,-12,-3.1,-3.7,-5,7,-18,-2,-1,-22
CCOC(=O)c1ccc(NC(=O)C2CCCN(S(=O)(=O)c3cnc[nH]3)C2)cc1 (stereo unspecified),4,-1.3,-4.2,2,2,-1,2,3,-9
COc1cc(/C=N\NC(=O)c2cccc(Cl)c2)ccc1Oc1ccc([N+](=O)[O-])cn1,-3,-2.9,-1.3,0,-1,12,7,1,-1
Cc1ccc2nc(SCC(=O)NCc3ccco3)c(C)cc2c1,-13,0.0,0.4,-2,4,14,-4,7,-11

# Other records
canonical_smiles,CRFR2-BP antag,VIM-2 inhibitor,IMP-1 inhibitor,IDE cell inh,IDE cell activ,SUMO HTRF inh,GalR3 antag,NS3 helicase inh,pCIP destab
COCCn1c(SCC(=O)Nc2c(C)n(C)n(-c3ccccc3)c2=O)nc2ccccc2c1=O,-6,.,.,-1,0,.,-8,.,.
CC1NC(=S)N(Cc2ccccc2)C1=O (stereo unspecified),8,-1.3,-2.1,4,0,-2,-9,4,-5
NC(=O)c1ccc(NC(=O)COC(=O)CCN=C2NS(=O)(=O)c3ccccc32)cc1,3,.,.,-1,0,.,1,.,.
Cc1ccc(C(=O)c2c(NC(=O)c3ccncc3)sc3c2CCCC3)cc1,-10,-0.7,-1.7,1,4,-26,-4,2,1
CCOC(=O)N1CCN(c2cc(=O)n(-c3cccc(C)c3)c(=O)[nH]2)CC1,3,-0.6,-1.7,1,-2,11,-3,9,-3
COc1ccc(S(=O)(=O)N(Cc2cc3ccc(OC)cc3[nH]c2=O)CC2COCCO2)cc1 (stereo unspecified),8,-2.6,-3.2,1,4,25,0,-6,0
COc1ccc(Nc2nc(-c3ccc(OC)cc3)cs2)cc1,15,-0.7,-1.3,7,1,23,-4,7,12
COc1cccc(Nc2nc(C)cc(C)c2C#N)c1,-11,-2.0,-2.5,6,-4,-11,-5,0,7
